GPR7 antagonist = antagonists of human GPR7 (neuropeptides B/W receptor 1) | GPR7-expressing cells, fluorescence antagonist assay | inhibition, % at 4.4 µM | hit rate 1.1% among 290,000; in the data active means inhibition above about 16%, passing the limit was not always enough;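 further: cells stimulated with the agonist NPW; 0% = agonist with vehicle and 100% = vehicle without agonist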
Target sequence (P48145 whole entry, looked up): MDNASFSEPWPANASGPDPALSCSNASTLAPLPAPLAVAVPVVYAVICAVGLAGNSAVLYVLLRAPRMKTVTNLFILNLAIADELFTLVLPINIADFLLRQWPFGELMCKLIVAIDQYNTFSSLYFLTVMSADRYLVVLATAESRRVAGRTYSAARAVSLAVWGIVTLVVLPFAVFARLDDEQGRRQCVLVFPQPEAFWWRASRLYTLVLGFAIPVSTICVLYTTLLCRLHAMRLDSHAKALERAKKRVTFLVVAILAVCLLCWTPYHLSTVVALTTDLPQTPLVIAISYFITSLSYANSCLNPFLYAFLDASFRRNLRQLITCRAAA
GalR3 antagonist = antagonists of human GalR3; O60755; HEK293 GalR3-CNG cAMP membrane potential fluorescence; galR3 body fused to GalR1 C-terminus; inhibition, % at 3 µM; hit rate 0.44% among 360,000; AID 651719;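 active means inhibition above the screen-wide average plus 3 SD, cut at about 13% in these data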;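 further: forskolin and galanin both at EC90 stimulate the cells; cAMP rise reported by CNG channel membrane potential dye signal; 0% = forskolin plus galanin with DMSO and 100% = forskolin alone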
Target sequence (O60755 1-299 limits assumed): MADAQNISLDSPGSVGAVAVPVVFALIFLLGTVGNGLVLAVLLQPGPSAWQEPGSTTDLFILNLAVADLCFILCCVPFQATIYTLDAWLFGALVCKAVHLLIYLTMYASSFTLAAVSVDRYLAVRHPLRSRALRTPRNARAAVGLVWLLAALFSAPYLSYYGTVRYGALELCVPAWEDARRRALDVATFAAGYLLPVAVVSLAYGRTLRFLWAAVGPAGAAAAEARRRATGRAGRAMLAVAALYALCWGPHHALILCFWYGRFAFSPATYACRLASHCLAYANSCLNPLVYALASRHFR
MEKK2 mut-MEK5 = signal of MEK5 binding to mutant human MEKK2 PB1 domain. percent response, % at 10 µM. hit rate 0.35% among 290,000. bead flow cytometry, Alexa488-MEK5 binding to MEKK2 mutant; in the data active means percent response above about 24%, passing the limit was not always enough; further: inactives centre near 1; some results filed as inactive read as strong as hits
OXTR potentiate = human OXTR potentiation; P30559; CHO-OTR cells, Fluo-8 calcium fluorescence, potentiator mode; 0% = oxytocin EC15, 100% = EC100; activation, % at 3 µM; hit rate 0.061% among 320,000;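 active means activation above that plate's cutoff, the mean activation of tested compounds plus 3 SD, cut at about 6.6% in these data, passing the limit was not always enough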;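 further: 100% uses oxytocin at 75 nM as the full agonist control; some results filed as inactive read as strong as hits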
Target sequence (P30559 whole entry, looked up): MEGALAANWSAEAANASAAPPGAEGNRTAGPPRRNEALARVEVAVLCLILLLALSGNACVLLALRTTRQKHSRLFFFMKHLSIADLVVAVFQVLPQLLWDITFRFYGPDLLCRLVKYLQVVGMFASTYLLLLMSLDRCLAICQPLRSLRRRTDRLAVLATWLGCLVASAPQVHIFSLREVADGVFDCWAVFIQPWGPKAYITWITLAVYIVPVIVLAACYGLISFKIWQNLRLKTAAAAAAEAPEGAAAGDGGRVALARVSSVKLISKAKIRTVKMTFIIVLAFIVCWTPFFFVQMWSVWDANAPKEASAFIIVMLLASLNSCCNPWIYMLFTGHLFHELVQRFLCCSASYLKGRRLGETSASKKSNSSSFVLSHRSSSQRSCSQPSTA
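Replication – single well per compound, singlicate · Assay system – CHO cell line stably expressing human OTR · Timing – 6 min pre-incubation, 100 s read · Measure – normalized max/min fluorescence ratio, % activation · Doses – 3.0 µM, one dose · Detection – Fluo-8 calcium dye fluorescence · Probe or stimulus – oxytocin near EC15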
V1aR counter = activates human V1a receptor in oxytocin agonist counter-screen. P37288. CHO-V1R cells, Fluo-8 calcium fluorescence, agonist mode; 0% DMSO, 100% 3 nM vasopressin. activation, % at 3 µM. hit rate 0.25% among 320,000;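 active means activation above the mean activation of all tested compounds plus 3 SD, per screening run, cut at about 20% in these data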;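 further: signal is peak over basal fluorescence ratio across a 100 second FLIPR read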
OXTR ag = human OXTR agonism. activation, % at 3 µM. P30559. CHO-OTR cells, Fluo-8 calcium fluorescence; normalized: DMSO 0%, oxytocin 100%. hit rate 0.32% among 320,000;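 active means activation above the mean of all tested compounds plus 3 SD, cutoff set per screening run, cut at about 20% in these data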;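 further: peak over basal fluorescence ratio from a 100 s FLIPR kinetic read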
PfM18AAP inh = blocks P. falciparum M18 aspartyl aminopeptidase; AID 1822; inhibition, % at 7.35 µM; recombinant PfM18AAP, H-Glu-NHMec fluorogenic cleavage; hit rate 1.2% among 290,000;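 active means inhibition above the campaign mean inhibition over all tested compounds plus 3 SD, cut at about 28% in these data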;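 further: 0% = plate median of test compound wells and 100% = 2 mM ZnCl2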
NALP1 inh = NALP1 inhibition. S. cerevisiae NALP1/ASC/caspase-1 growth, X-gal OD620, 72 h. inhibition, % at 10 µM. hit rate 0.61% among 280,000. AID 2071; in the data active means inhibition mostly above about 24%, no sharp cut-off; inactive means mostly below about 32%; further: some compounds called inactive have numbers as strong as hits
MEKK2wt PB1 HTS = raises or lowers MEK5 binding to wildtype human MEKK2 PB1 domain; binding response (% of control), % at 10 µM; AID 1531; Q9Y2U5; hit rate 1.1% among 290,000; bead flow cytometry, Alexa488-MEK5 binding to MEKK2 WT; actives lie on both sides; in the data active means binding response below about 67% or above about 130%
* hit, by the source's call; · = no result given.

Compound	NALP1 inh	V1aR counter	OXTR ag	GPR7 antagonist	MEKK2wt PB1 HTS	PfM18AAP inh	GalR3 antagonist	MEKK2 mut-MEK5	OXTR potentiate
CCN1C(=O)[C@H]2[C@@H](c3ccc(OC)cc3)N3C(=O)CN(CCOC)C(=O)[C@@]3(Cc3ccccc3)[C@H]2C1=O	10	-0.1	0.6	3	103	-15	-1	0	9
O=[N+]([O-])c1cccc(/C([O-])=C(/C(=S)Nc2ccccc2F)[n+]2ccccc2)c1	14	0.1	-0.9	-11	103	9	-3	12	-5
CC(C)CCN1CCN(Cc2ccc(C(F)(F)F)cc2)CC1CCO (stereo not drawn)	5	1.0	1.9	-2	88	-3	-1	-10	0
COc1ccc(OC)c(C2C(C(C)=O)=C(O)C(=O)N2c2ccc(O)cc2)c1 (stereo not drawn)	-17	0.3	0.3	6	94	4	-5	-3	-10
O=C(Cc1ccccc1)NCC(=O)N/N=C/c1ccc(Cl)cc1	4	-1.0	-1.8	-8	96	1	-7	-2	-4
Cn1c(=O)oc2cc(S(=O)(=O)NCCN3CCCCCC3)ccc21	5	-0.6	1.3	-6	109	0	-4	-5	-4
COc1ccc(CCNC(=O)CSc2nc3[nH]ncc3c(=O)n2-c2ccccc2OC)cc1OC	35*	-0.2	-0.4	-5	88	-8	-5	-4	3
COc1ccc(C2CC(=O)NC(=O)C2)cc1	12	·	·	23	105	-5	-12	-2	·
O=[N+]([O-])c1ccc(N/N=C/c2cn(Cc3ccc(F)cc3)c3ccccc23)nc1	20	-0.1	0.3	1	88	40*	-5	19	-3
CN(C)S(=O)(=O)c1ccc(C(=O)Nc2nc(-c3cc4ccccc4o3)cs2)cc1	23	11	9.5	-13	101	3	93*	1	-17

Continuation:
Compound	NALP1 inh	V1aR counter	OXTR ag	GPR7 antagonist	MEKK2wt PB1 HTS	PfM18AAP inh	GalR3 antagonist	MEKK2 mut-MEK5	OXTR potentiate
O=C(CSc1ccc(-c2ccc(F)cc2)nn1)Nc1ccc2c(c1)OCCO2	31	2.3	-0.5	0	101	0	-10	0	-1
COc1ccc(NC(=O)Cc2ccsc2)cc1S(=O)(=O)N1CCOCC1	·	0.7	1.0	·	·	·	-4	·	-3
Cc1ccc(S(=O)(=O)N2CCOCC2)cc1C(=O)Nc1ccccc1F	4	-0.9	0.4	-6	101	1	-2	3	3
c1ccc(CCNc2nc3ccccc3s2)cc1	-2	-1.2	-0.4	0	104	-2	-4	0	-2
O=C(NCc1cccnc1)C1CCN(S(=O)(=O)c2cccs2)CC1	2	0.1	0.3	-5	114	-1	-2	9	0
COc1cccc2cc(/C(=N/O)c3ccc(Br)cc3)oc12	1	-0.3	-1.6	-12	99	-2	-5	0	-11
COc1ccccc1Nc1nn2c(=O)c3ccc(C(=O)N4CCCC(C)C4)cc3nc2s1 (stereo not drawn)	12	1.4	1.9	-4	96	-6	-10	-1	-11
Cc1nn(CC(=O)NC(=O)NC2CCCC(C)C2C)c(=O)c(C#N)c1C (stereo not drawn)	·	2.2	0.7	·	·	·	2	·	0
O=C(NC1=NCCS1)c1cc(-c2ccccc2)nn1-c1ccccc1	29	0.6	1.5	·	98	·	-5	-4	8
COc1ccccc1-n1cc(C(=O)NCC(=O)N2CCN(Cc3ccccc3)CC2)c2ccccc2c1=O	-13	0.6	-0.3	-12	103	6	-6	5	2

Arranged by molecular weight (descending): 16 of the compounds above
Compound	NALP1 inh	V1aR counter	OXTR ag	GPR7 antagonist	MEKK2wt PB1 HTS	PfM18AAP inh	GalR3 antagonist	MEKK2 mut-MEK5	OXTR potentiate
COc1ccccc1-n1cc(C(=O)NCC(=O)N2CCN(Cc3ccccc3)CC2)c2ccccc2c1=O	-13	0.6	-0.3	-12	103	6	-6	5	2
COc1ccc(CCNC(=O)CSc2nc3[nH]ncc3c(=O)n2-c2ccccc2OC)cc1OC	35*	-0.2	-0.4	-5	88	-8	-5	-4	3
CN(C)S(=O)(=O)c1ccc(C(=O)Nc2nc(-c3cc4ccccc4o3)cs2)cc1	23	11	9.5	-13	101	3	93*	1	-17
O=C(CSc1ccc(-c2ccc(F)cc2)nn1)Nc1ccc2c(c1)OCCO2	31	2.3	-0.5	0	101	0	-10	0	-1
COc1ccc(NC(=O)Cc2ccsc2)cc1S(=O)(=O)N1CCOCC1	·	0.7	1.0	·	·	·	-4	·	-3
O=[N+]([O-])c1cccc(/C([O-])=C(/C(=S)Nc2ccccc2F)[n+]2ccccc2)c1	14	0.1	-0.9	-11	103	9	-3	12	-5
Cc1ccc(S(=O)(=O)N2CCOCC2)cc1C(=O)Nc1ccccc1F	4	-0.9	0.4	-6	101	1	-2	3	3
O=C(NCc1cccnc1)C1CCN(S(=O)(=O)c2cccs2)CC1	2	0.1	0.3	-5	114	-1	-2	9	0
Cc1nn(CC(=O)NC(=O)NC2CCCC(C)C2C)c(=O)c(C#N)c1C (stereo not drawn)	·	2.2	0.7	·	·	·	2	·	0
CC(C)CCN1CCN(Cc2ccc(C(F)(F)F)cc2)CC1CCO (stereo not drawn)	5	1.0	1.9	-2	88	-3	-1	-10	0
Cn1c(=O)oc2cc(S(=O)(=O)NCCN3CCCCCC3)ccc21	5	-0.6	1.3	-6	109	0	-4	-5	-4
O=C(NC1=NCCS1)c1cc(-c2ccccc2)nn1-c1ccccc1	29	0.6	1.5	·	98	·	-5	-4	8
COc1cccc2cc(/C(=N/O)c3ccc(Br)cc3)oc12	1	-0.3	-1.6	-12	99	-2	-5	0	-11
O=C(Cc1ccccc1)NCC(=O)N/N=C/c1ccc(Cl)cc1	4	-1.0	-1.8	-8	96	1	-7	-2	-4
c1ccc(CCNc2nc3ccccc3s2)cc1	-2	-1.2	-0.4	0	104	-2	-4	0	-2
COc1ccc(C2CC(=O)NC(=O)C2)cc1	12	·	·	23	105	-5	-12	-2	·

(more compounds)
Compound	NALP1 inh	V1aR counter	OXTR ag	GPR7 antagonist	MEKK2wt PB1 HTS	PfM18AAP inh	GalR3 antagonist	MEKK2 mut-MEK5	OXTR potentiate
O=C1CC(c2ccco2)CC(O)=C1C=NCCN1CCN(C2CC(=O)N(c3ccccc3)C2=O)CC1 (stereo not drawn)	11	·	·	6	106	15	-3	11	·
Cc1ccccc1NC(=S)N(C)Cc1cccs1	0	1.5	0.2	-6	103	0	4	3	-1
S=C(c1ccc(N2CCOCC2)cc1)N1CCCCC1	6	1.5	0.6	-11	113	-3	-5	7	-16
CC1c2cc3c(cc2CCN1C(=O)c1cccc(Cl)c1)OCCCO3 (stereo not drawn)	3	2.2	-0.1	1	100	2	-2	-1	-4
CCCn1c(=O)c2ccccc2n2c(SCCOc3ccc(C)cc3)nnc12	23	0.8	0.0	0	85	6	-5	-8	1
NS(=O)(=O)c1cccc(NC(=O)COC(=O)Cn2cc(C(F)(F)F)ccc2=O)c1	·	0.3	-0.5	·	·	·	-5	·	-3
CCOC(=O)[C@H]1[C@H]2COc3ccccc3[C@@H]2N2C(=O)c3cc(F)ccc3NC(=O)[C@@]12C	·	-0.8	-1.2	·	·	·	0	·	-7
Nc1nnc(SC2CCCC2)s1	13	0.0	0.3	4	94	3	-2	-4	0
CC1(C)CC(NC(=O)CCc2nnc(CCCCc3ccccc3)o2)CCO1 (stereo not drawn)	-3	0.1	1.6	-2	102	1	-2	1	7
CC1CCCN(C(=O)CCCNC(=O)c2ccc(Cl)cc2)C1 (stereo not drawn)	0	-0.9	-0.4	-11	107	-2	-2	7	3

(cont.)
Compound	NALP1 inh	V1aR counter	OXTR ag	GPR7 antagonist	MEKK2wt PB1 HTS	PfM18AAP inh	GalR3 antagonist	MEKK2 mut-MEK5	OXTR potentiate
O=C(COC(=O)CCNS(=O)(=O)c1ccccc1)NC1CC1	·	1.4	2.6	·	·	·	-1	·	-2
COc1ccc(Cn2nnc3c(=O)[nH]c(C4CCCN(C(=O)c5ccccc5)C4)nc32)cc1 (stereo not drawn)	1	-0.2	-0.7	-6	100	5	5	-8	-4
COc1ccc(Cl)cc1NS(=O)(=O)c1cccc(C(=O)NC2CCC(O)CC2)c1 (stereo not drawn)	·	0.3	1.9	·	·	·	-5	·	1
CC(C)Oc1ccc(C(=O)Nc2nc3ccccc3[nH]2)cc1	0	5.1	2.0	-2	114	3	-10	6	-8
COc1ccccc1NC(=O)/C(C#N)=C/c1cc([N+](=O)[O-])ccc1N1CCCC1	32	0.1	-0.8	-4	89	-6	-5	3	-4
O=C(Cc1c[nH]c2ccccc12)NC1(C(=O)NC2CCCCC2)CCCCC1	26	1.6	-0.1	-7	105	1	-11	1	-7
COc1nc(N)c(C#N)c(-c2ccc(N(C)CCC#N)cc2)c1C#N	·	6.2	6.5	1	99	0	-3	0	-11
CCOc1ccc(N2C(=O)CC(NCCc3ccc(S(N)(=O)=O)cc3)C2=O)cc1 (stereo not drawn)	-10	0.1	-0.6	-13	97	-45	2	-5	-9
O=C(NCc1ccc2c(c1)OCO2)c1ccc(-n2cnnn2)cc1	25	0.4	-0.6	10	102	-8	-4	3	-7
Cc1cc(C)cc(N(CC(=O)NC2CCCCC2)C(=O)c2ccc(C)s2)c1	-4	-1.0	-1.9	1	99	-3	-3	-1	-5

(next part)
Compound	NALP1 inh	V1aR counter	OXTR ag	GPR7 antagonist	MEKK2wt PB1 HTS	PfM18AAP inh	GalR3 antagonist	MEKK2 mut-MEK5	OXTR potentiate
O=C(Nc1cccc(Cl)c1)c1cc(S(=O)(=O)N2CCOCC2)cs1	-3	3.1	-0.2	3	99	-5	-3	2	-4
COc1ccccc1NC(=O)Cn1nnc(-c2ccccc2NC(=O)c2cccs2)n1	0	-0.6	0.1	-5	96	9	-3	-4	-8
COc1cc(OC)cc(C(=O)NCC(=O)NCc2ccccn2)c1	·	0.3	2.5	·	·	·	-1	·	-1
O=C(Nc1nc(-c2cc(F)ccc2F)cs1)c1ccccn1	14	-0.9	-0.5	4	75	-5	-3	-12	-8
COc1ccccc1CC(=O)NC1CCN(Cc2ccccc2)CC1	32	0.3	1.3	-7	105	2	-4	-1	-19
CSc1ncccc1C(=O)N1CCCC(C(=O)c2ccc3ccccc3c2)C1 (stereo not drawn)	-5	3.7	2.0	-14	101	-11	-1	4	-25
CCN(CCNC(=O)CCCn1nc(C)n2c(cc3sccc32)c1=O)c1ccccc1	-17	-1.4	-1.6	-12	115	-8	·	10	-8
Cc1cccc(C(=O)OC(C)CN2CCOCC2)c1 (stereo not drawn)	-8	0.4	1.2	-4	105	-1	-7	1	2
Cc1cc(C(=O)CN2C(=O)NC3(CCC(C)CC3)C2=O)c(C)n1C (stereo not drawn)	-8	0.0	-0.4	-4	97	2	3	-6	-29
Cc1ccc(NC(=O)CSCC(=O)N2CCN(Cc3ccc4c(c3)OCO4)CC2)cc1	8	1.3	-0.1	-2	108	7	3	8	-4
CC1(C)C2CC[C@]3(C)C(CC=C4[C@@H]5C[C@@](C)(CO)[C@@H](O)C[C@]56C[C@@H](OC6=O)[C@]43C)[C@@]2(C)CC[C@@H]1O (stereo partly drawn)	·	0.6	0.8	·	103	·	-6	3	2
O=C(NCC(=O)N1CCOCC1)c1ccccc1	14	-0.1	1.3	-5	99	-8	-6	-2	2
CCOC(=O)c1c(-c2ccc(OC)cc2)csc1NC(=O)COc1ccc2c(C)cc(=O)oc2c1	15	0.6	0.6	-1	102	-10	-3	7	3
